Assay outcomes: PubChem BioAssay, several laboratories
Rpn11 block = Rpn11 (PSMD14) deubiquitinase inhibitors, primary screen, biochemical, fluorescence polarization, uHTS | 360,000 tested, 0.59% active | calls only at 20 µM | 26S proteasome non-ATPase regulatory subunit 14 (Homo sapiens), O00487 | human 26S proteasome, Ub4-pepOG fluorescence polarization; 20S core pre-blocked with epoxomicin;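 active means inhibition at 20 µM, scaled to each plate's controls, above about 33%, limit read from the data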
CSN deneddyl inh = inhibitors of CSN-mediated cullin deneddylation, primary screen, biochemical, fluorescence polarization, uHTS | COP9 signalosome complex subunit 5 (Homo sapiens), Q92905 | Purified CSN, SCF-Nedd8-OG deneddylation | inhibition, % at 12.5 µM | 360,000 tested, 0.38% active | AID 651999, 2013;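 active means pattern-corrected inhibition above about 35%, with an unprinted fluorescence ratio check between 0.5 and 1.5, limit read from the data, passing the limit was not always enough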;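 further: 0% = enzyme with substrate and 100% = substrate without enzyme; some results filed as inactive read as strong as hits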
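Material: human Csn5 produced in HEK293T cells; Input: enzyme 0.24 nM; Reagent: SCFSkp2-Nedd8OG substrate at 10 nM final; Dosing: 12.5 µM compound; Incubation: 90 min reaction at room temperature; Detection: fluorescence polarization of the substrate; Evaluation: % inhibition of substrate cleavage by Csn5; Control set: substrate-only high control, full reaction low control.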
NadD inh = inhibitors of S. aureus NadD, primary screen, biochemical, colorimetric, uHTS. Nicotinate-nucleotide adenylyltransferase NadD (Staphylococcus aureus N315). purified NadD enzyme, colorimetric absorbance read-out. inhibition, % at 20 µM. 360,000 tested, 0.78% active. AID 602399, 2012; in the data active means inhibition above about 26%; further: some compounds past the cut are filed as inactive
DNMT1 block = human DNMT1 methyltransferase inhibitors, primary screen, biochemical, molecular beacon, fluorescence, HinP1I cleavage, uHTS; 360,000 tested, 0.83% active; inhibition (reported as % activation of signal), % at 10 µM; AID 588458, 2011; DNA (cytosine-5)-methyltransferase 1 (Homo sapiens), P26358; in the data active means inhibition above about 50%
Target sequence (P26358 504-1616 limits assumed): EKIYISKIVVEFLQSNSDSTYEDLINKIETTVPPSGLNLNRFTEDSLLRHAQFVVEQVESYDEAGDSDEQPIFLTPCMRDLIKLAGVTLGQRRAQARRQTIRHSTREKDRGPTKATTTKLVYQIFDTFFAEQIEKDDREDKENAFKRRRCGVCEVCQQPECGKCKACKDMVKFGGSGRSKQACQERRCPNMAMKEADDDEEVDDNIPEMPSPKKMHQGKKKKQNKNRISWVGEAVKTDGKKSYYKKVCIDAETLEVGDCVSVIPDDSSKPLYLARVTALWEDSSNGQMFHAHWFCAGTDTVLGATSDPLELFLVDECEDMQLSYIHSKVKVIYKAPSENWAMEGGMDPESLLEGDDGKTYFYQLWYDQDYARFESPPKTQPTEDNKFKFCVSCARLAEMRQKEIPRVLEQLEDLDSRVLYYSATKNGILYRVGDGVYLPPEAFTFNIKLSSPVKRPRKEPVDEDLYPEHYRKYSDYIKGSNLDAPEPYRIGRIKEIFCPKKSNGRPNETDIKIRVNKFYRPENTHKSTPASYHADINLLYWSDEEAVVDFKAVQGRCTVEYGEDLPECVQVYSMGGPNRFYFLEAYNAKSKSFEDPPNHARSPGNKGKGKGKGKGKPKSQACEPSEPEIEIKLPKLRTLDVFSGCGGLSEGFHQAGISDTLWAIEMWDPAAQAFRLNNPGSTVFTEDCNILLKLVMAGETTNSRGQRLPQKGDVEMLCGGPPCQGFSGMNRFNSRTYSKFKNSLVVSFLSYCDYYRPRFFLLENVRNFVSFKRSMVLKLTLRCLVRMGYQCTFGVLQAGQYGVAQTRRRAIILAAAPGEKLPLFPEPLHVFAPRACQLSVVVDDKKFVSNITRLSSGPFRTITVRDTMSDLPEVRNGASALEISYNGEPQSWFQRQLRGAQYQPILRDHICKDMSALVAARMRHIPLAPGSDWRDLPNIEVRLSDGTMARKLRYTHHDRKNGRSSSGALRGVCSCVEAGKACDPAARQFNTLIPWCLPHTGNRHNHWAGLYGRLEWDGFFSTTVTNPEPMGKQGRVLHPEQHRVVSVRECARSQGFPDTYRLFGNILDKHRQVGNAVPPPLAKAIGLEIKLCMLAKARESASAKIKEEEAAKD
Scp1 inh = Scp-1 phosphatase inhibitors, primary screen, biochemical, colorimetric, uHTS; Carboxy-terminal domain RNA polymerase II polypeptide A small phosphatase 1 (Homo …; inhibition, % at 20 µM; Recombinant Scp1, phosphopeptide, malachite green phosphate absorbance; 340,000 tested, 0.88% active;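 active means inhibition above about 50% at 20 µM, limit read from the data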;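 further: plate controls were DMSO wells with enzyme for no effect and wells lacking enzyme for full effect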
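Test system: SCP-1 phosphatase catalytic domain, residues 76-261 | Compound dosing: One concentration, 20 µM, with 1.0% DMSO | Schedule: 45 min room-temperature reaction, 5 min colour, 30 min stabiliser | Detection: Absorbance at 630 nm | Read-out basis: % inhibition of SCP-1 phosphate liberation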
STEP inh = STEP phosphatase inhibitors, primary screen, biochemical, fluorescence intensity, uHTS. Tyrosine-protein phosphatase non-receptor type 5 (Homo sapiens), P54829. recombinant STEP, OMFP fluorogenic substrate. inhibition, % at 20 µM. 360,000 tested, 0.25% active. AID 588621, 2011;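 active means inhibition at 20 µM, scaled per plate between control wells, above about 37%, limit read from the data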;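 further: 0% = DMSO with enzyme and substrate and 100% = substrate only without enzyme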
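System: STEP phosphatase, cell-free reaction; Buffer or medium: Bis-Tris pH 6.0 buffer with DTT, detergent; Incubation: 20 min at room temperature, dark; Measured by: fluorescence, 480/540 nm.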
SUMO1 PPI mod = modulators of SUMO1 protein-protein interactions, primary screen, biochemical, uHTS | SUMO1 binding to a labelled peptide, TR-FRET, 1 h | 360,000 tested, 0.33% active | Small ubiquitin-related modifier 1 (Homo sapiens), P63165 | inhibition, % at 20 µM; in the data active means inhibition above about 37%
Tb MetRS inh = T. brucei MetRS inhibitors, primary screen, biochemical, luminescence; inhibition, % at 11.9 µM; methionyl-tRNA synthetase (Trypanosoma brucei brucei); purified T. brucei MetRS, ATP depletion, Kinase-Glo luminescence; 360,000 tested, 0.4% active;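 active means inhibition above a per-plate cutoff of the control wells' mean inhibition plus 3 SD, cut at about 5.5% in these data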;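 further: 0% = DMSO wells median and 100% = median of wells with control inhibitor compound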
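Dosing: 11.9 µM single point; system: parasite MetRS enzyme; technique: luminescence of leftover ATP; times: 15 min enzyme-compound preincubation, 2 h reaction, 10 min detection, 25 °C; replicates: each compound tested once; read-out basis: percent inhibition relative to median high and low control wells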
LMPTP inh = LMPTP phosphatase inhibitors, primary screen, biochemical, fluorescence intensity, uHTS; recombinant LMPTP-A, OMFP fluorogenic substrate; Low molecular weight phosphotyrosine protein phosphatase (Homo sapiens), P24666; AID 651560, 2012; inhibition, % at 20 µM; 360,000 tested, 0.22% active;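 active means compounds that cut the enzyme signal by at least half of the control window in the single-dose screen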;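 further: plate controls were DMSO wells with enzyme plus substrate for no effect and substrate without enzyme for full effect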
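Test system – LMPTP-A enzyme · Amount – LMPTP-A at 0.625 nM final in the reaction · Buffer or medium – Bis-Tris pH 6.0, DTT, detergent · Reagent – OMFP 400 µM · Doses – single 20 µM dose · Schedule – reaction 50 min, room temperature, dark · Detection – fluorescence intensity of OMFP turnover product · Evaluation – percent inhibition versus substrate-only and uninhibited controls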
PABP1 MLLE inh = inhibitors of PABP1 MLLE–PAM2 peptide binding, primary screen, biochemical, fluorescence polarization, FITC-PAM2, GST-MLLE | Polyadenylate-binding protein 1 (Homo sapiens), P11940 | inhibition, % at 20 µM | 360,000 tested, 0.36% active | AID 588489, 2011; in the data active means inhibition above about 35%, passing the limit was not always enough;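 further: plate controls were DMSO wells with GST-MLLE for no effect and wells lacking GST-MLLE protein for full effect; some results filed as inactive read as strong as hits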
Active calls of the source: *; i = inactive; nt = no result given.

SMILES | Rpn11 block | CSN deneddyl inh | NadD inh | DNMT1 block | Scp1 inh | STEP inh | SUMO1 PPI mod | Tb MetRS inh | LMPTP inh | PABP1 MLLE inh
Cc1c(CNCc2cccs2)c(C(=O)O)c(C)n1Cc1ccccc1 | i | 5 | 4 | 0 | -2 | 2 | -1 | 0.1 | 1.0 | -22
O=C1[C@H]2[C@@H](c3ccc(C(F)(F)F)cc3)N[C@]3(CCCN(CC4CCCCC4)C3=O)[C@H]2C(=O)N1Cc1ccccc1 | i | 3 | 5 | -7 | nt | 3 | 4 | -0.8 | 3.5 | 19
Cc1ccccc1/C=N/n1c(C2CCCCC2)n[nH]c1=S | i | 0 | -3 | 0 | -10 | 1 | 14 | 0.0 | 1.7 | -60
O=C(Nc1ccc(S(=O)(=O)NC2=NCCCCC2)cc1)c1ccc(Cl)c([N+](=O)[O-])c1 | i | -4 | 2 | -1 | 0 | 0 | -19 | 1.8 | 1.7 | -12
O=C(N/N=C/C(Br)=C\c1ccccc1)c1n[nH]c2c1CCC2 | i | 6 | 6 | -3 | -6 | 1 | -18 | -0.7 | -0.2 | 6
CCCCn1ccnc1C(=O)c1cc(S(=O)(=O)N2CCOCC2)ccc1C | i | -10 | -7 | -2 | -4 | -4 | 0 | -0.6 | -0.2 | -18
COc1ccc(CN(CC(=O)NCc2ccc(F)cc2)C(=O)CCC(=O)Nc2cc(C)ccn2)cc1 | i | 2 | -3 | 1 | -4 | 3 | 26 | 0.0 | 0.1 | -14
CCOC(=O)c1ccc(NC(=S)NCCc2ccc(OC)c(OC)c2)cc1 | i | 0 | -8 | -4 | -25 | 8 | 9 | -0.3 | 1.2 | 5
c1ccc2[nH]c(CSc3nc4ccccc4o3)nc2c1 | i | 0 | 2 | 0 | 10 | 0 | -3 | 5.6 | 0.4 | 35*
COc1ccccc1N1CC(C(=O)OCC(=O)Nc2cc(C)on2)CC1=O (stereo not drawn) | i | -3 | 0 | -1 | -5 | 4 | 0 | -0.4 | -0.6 | -36
NC(=O)c1nsc(C(=O)N(c2cccc(F)c2)C(C(=O)NCC2CCCO2)c2ccc3ncccc3c2)c1N (stereo not drawn) | i | 1 | 8 | -2 | 4 | 2 | -13 | -0.6 | 1.6 | 10
Cc1noc(C)c1S(=O)(=O)N(C)C[C@H]1Oc2c(NC(=O)Nc3ccccc3)cccc2C(=O)N([C@H](C)CO)C[C@@H]1C | i | 3 | 1 | 3 | -6 | -1 | 7 | 17* | -1.3 | 17
CCOC(=O)C1CCN(C(=O)COc2ccc([N+](=O)[O-])cc2)CC1 | i | -8 | -4 | 1 | -2 | -1 | -18 | -0.3 | 0.0 | -8
CCN(CC)C(=S)SC1=CCS(=O)(=O)C1 | i | -3 | -4 | -2 | 1 | -4 | 3 | -0.4 | -1.9 | 12
CC(=O)Nc1nnc(CSCc2ccccc2F)s1 | i | 2 | -9 | -5 | 22 | 1 | 4 | -0.3 | -1.5 | 10
C/C(=C\c1ccco1)CN1CCC(N2CCC(C(=O)N3CCOCC3)CC2)CC1 | i | 2 | -3 | 0 | -6 | 9 | -2 | -0.4 | -3.2 | -1
O=C(Cc1ccccc1)Nc1ccccc1N1CCN(c2ccccc2)CC1 | i | 8 | 5 | 1 | -4 | 3 | 0 | 0.0 | 1.9 | -15
Cn1cc(Br)c(C(=O)NC2C3CC4CC(C3)CC2C4)n1 (stereo not drawn) | i | 1 | 0 | -1 | -11 | -6 | 8 | -0.3 | -1.6 | 12
O=C(O)c1cc2c(s1)CCCC2 | i | -2 | 4 | 0 | -2 | -5 | 1 | -1.6 | -0.7 | -10
CC(C)(C)c1ccc(C(=O)N2CCC2(C)C(=O)Nc2ccc3[nH]ncc3c2)cc1 (stereo not drawn) | i | 1 | 5 | 1 | nt | 4 | 0 | 0.0 | -0.6 | -10
Cc1cc(=O)n2[nH]c(SCc3ccccc3)nc2n1 | i | 1 | 1 | 1 | -2 | 2 | 1 | -0.7 | 1.2 | -5
COc1cnc(-c2ccccn2)nc1Oc1cccc(Cl)c1 | i | -3 | 2 | 1 | -25 | 3 | 2 | 0.2 | -0.7 | -2
C=CCN(Cc1cccs1)C(=O)CN1CCN(S(=O)(=O)c2ccc3c(c2)OCCCO3)CC1 | i | -4 | 4 | -4 | 2 | -2 | -3 | -0.1 | 1.0 | -14
O=C(CSc1ccsc1[N+](=O)[O-])NC1CCCC1 | i | 0 | -1 | 12 | 33 | -2 | -17 | -2.0 | 1.1 | 8
Cc1ccc(NC(=O)C(C)c2ccc([N+](=O)[O-])cc2)cc1Cl (stereo not drawn) | i | -5 | -7 | -4 | -13 | 1 | -9 | 1.2 | 1.4 | -1
CCOC(=O)N1CCN(CCC(=O)c2ccc(OC)cc2)CC1 | i | 3 | -6 | 3 | -11 | 1 | 0 | -0.1 | -1.5 | 14
Cc1sc2nc(CSc3ccccc3)nc(N3CCN(C)CC3)c2c1C | i | -14 | -3 | 0 | 0 | 1 | -2 | -0.5 | 1.7 | 15
CNc1cncc(-c2c(OC)cccc2OC)n1 | i | -4 | 6 | 2 | nt | -2 | -2 | -0.3 | -0.3 | 11
CCOC(=O)CSc1nc2ccccc2n1CC(=O)NC(C)(C)C | i | 2 | -1 | 2 | -3 | -4 | 0 | -0.5 | -2.2 | 2
COc1ccc(/C=C/C(=O)C(C(N)=O)=C2SCCS2)cc1 | i | 6 | -3 | 5 | -7 | -4 | -14 | -0.6 | -3.1 | -13
Cc1cccn2c(=O)nc(SCC(=O)Nc3ccc4c(c3)OCO4)nc12 | i | 2 | -1 | 1 | 0 | 0 | 4 | -0.3 | -1.5 | 6
N#Cc1ccccc1NC(=O)C(=O)NCCCN1CCCC1=O | i | -3 | -1 | 2 | -4 | 0 | -1 | -0.4 | -2.2 | 0
COc1cc(C2C(C#N)=C(N)Oc3n[nH]c(C)c32)cc2c1OCO2 (stereo not drawn) | i | -3 | 3 | -11 | -1 | -2 | 9 | -0.3 | -0.3 | -2
C#CCNC(=O)c1cc2sccc2n1C | i | 0 | 0 | -11 | -4 | 0 | -1 | -0.1 | 0.5 | 7
CCN1C(N(C)CCc2c[nH]c3ccccc23)=N[C@@H](c2cccc(C(F)(F)F)c2)C(C(=O)OC)=C1C | i | 8 | 6 | -7 | 8 | 1 | -12 | 0.3 | 0.3 | -138
CN(C)CCNc1oc(COc2cccc(Cl)c2)nc1C#N | i | 3 | 1 | -1 | 3 | -7 | -3 | -1.6 | -9.2 | 0
Cc1cc2nnc(SCC(=O)Nc3ccc(Cl)cc3)n2c(N)n1 | i | 2 | -2 | -1 | -5 | -3 | -4 | -0.4 | -1.8 | 3
N#Cc1ccc(COC(=O)CSc2nnc(C3CCCCC3)n2N)cc1 | i | -2 | -2 | 0 | -6 | 4 | 1 | -0.3 | -1.7 | -49
COc1ccc(NC(=O)N(C)C[C@H]2Oc3ccc(NC(=O)NC(C)C)cc3C(=O)N([C@H](C)CO)C[C@@H]2C)cc1 | i | 0 | -1 | 3 | 0 | 2 | 5 | -0.6 | -1.0 | 1
Cc1ccc(N2CC(C(=O)Nc3nnc(SCCN4CCOCC4)s3)CC2=O)cc1 (stereo not drawn) | i | -1 | -1 | 1 | 1 | 0 | -1 | -0.6 | 0.8 | -50
Cc1c(-c2ccccc2)nnn1-c1ccc(F)cc1F | i | 1 | -11 | 1 | 0 | -1 | -1 | -1.0 | -1.5 | 12
COC(=O)c1ccn(CC(=O)NC2CCCCC2)n1 | i | 4 | 3 | 9 | 66* | 4 | 1 | -0.4 | 1.2 | 3
CCc1nc2c(sc3nc4c(cc32)COC(C)(C)C4)c(=O)n1CCN(CC)CC | i | 0 | -11 | 0 | -4 | -3 | -2 | -0.9 | 0.0 | 7
Cc1cn(C2CC3OCC3O2)c(=O)[nH]c1=O (stereo not drawn) | i | 0 | 0 | 2 | 0 | -4 | 2 | -0.3 | -1.4 | -3
O=C(O)c1cc(-c2ccc(/C=N/Nc3ccc(Cl)cc3)o2)ccc1Cl | i | 7 | -2 | 4 | -6 | 0 | 12 | -0.8 | 0.9 | -6
COc1ccccc1N1CCN(S(=O)(=O)c2c(C)[nH]c(C)c2C(=O)N2CCCC2)CC1 | i | 5 | 4 | -2 | -9 | -3 | 0 | -0.3 | -1.2 | 16
O=C(NNC(=O)C1COc2ccccc2O1)c1ccccc1O (stereo not drawn) | i | -5 | 0 | 1 | -10 | -3 | 4 | -0.1 | -0.7 | 9
Cc1ccc(C(=O)OCC(=O)NCCN2C(=O)CSC2=O)cc1 | i | -3 | 0 | 1 | -10 | 0 | -1 | -0.3 | -0.8 | -6

Shown with values ahead of the structure: part of the list above
Rpn11 block,CSN deneddyl inh,NadD inh,DNMT1 block,Scp1 inh,STEP inh,SUMO1 PPI mod,Tb MetRS inh,LMPTP inh,PABP1 MLLE inh,SMILES
i,-3,0,-1,-5,4,0,-0.4,-0.6,-36,COc1ccccc1N1CC(C(=O)OCC(=O)Nc2cc(C)on2)CC1=O (stereo not drawn)
i,1,8,-2,4,2,-13,-0.6,1.6,10,NC(=O)c1nsc(C(=O)N(c2cccc(F)c2)C(C(=O)NCC2CCCO2)c2ccc3ncccc3c2)c1N (stereo not drawn)
i,3,1,3,-6,-1,7,17*,-1.3,17,Cc1noc(C)c1S(=O)(=O)N(C)C[C@H]1Oc2c(NC(=O)Nc3ccccc3)cccc2C(=O)N([C@H](C)CO)C[C@@H]1C
i,-8,-4,1,-2,-1,-18,-0.3,0.0,-8,CCOC(=O)C1CCN(C(=O)COc2ccc([N+](=O)[O-])cc2)CC1
